Bioassay records as filed in PubChem BioAssay.
miR122 inh: inhibitors of miR-122 in Huh7 cells; Huh7 miR-122 Renilla luciferase sensor, 48 h; neutral wells = 0, positive control = 100; activation (reporter increase), % at 12.5 µM; actives 0.3% (n = 340,000); AID 602342;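 active means mean replicate activation score at least 90 and every replicate individually at or above 90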;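 further: higher luciferase means less miR-122 activity so hits act as miR-122 inhibitors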
Cneo AK release: Cryptococcus neoformans lysis via adenylate kinase release. lysis activity, % at 15 µM. AID 651654. C. neoformans lysis, adenylate kinase release luminescence, 4 h; normalised: neutral wells 0, clomiphene wells 100. actives 0.2% (n = 360,000);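 active means mean lysis activity across replicates of at least 80%, whatever share of replicates individually reach that level; inactive means mean lysis activity below 80%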
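Assay system: C. neoformans cells. Amount: yeast cell density of 5 × 10^6 cells/mL. Technique: AK luminescence. Buffer or medium: YPD. Times: static 4 h at 37 °C with compound, 1 h detection. Dosing: single-point compound dose. Read-out: lysis from increased AK signal.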
SIRT5 inh: blocks human SIRT5 desuccinylation of peptide. Q9NXA8. Purified SirT5, succinyl-peptide AMC, trypsin-coupled fluorescence. inhibition, % at 15 µM. actives 1.1% (n = 330,000). AID 652115; in the data active means inhibition above about 15%
Target sequence (Q9NXA8 whole entry, looked up): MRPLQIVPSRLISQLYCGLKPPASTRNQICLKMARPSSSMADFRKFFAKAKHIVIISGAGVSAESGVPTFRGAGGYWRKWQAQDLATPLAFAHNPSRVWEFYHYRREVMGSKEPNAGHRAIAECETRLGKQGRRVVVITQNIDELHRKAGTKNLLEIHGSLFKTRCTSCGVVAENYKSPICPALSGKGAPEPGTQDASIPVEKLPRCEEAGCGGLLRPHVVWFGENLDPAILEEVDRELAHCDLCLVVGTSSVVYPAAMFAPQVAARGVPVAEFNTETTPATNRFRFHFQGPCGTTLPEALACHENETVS
ERp5 block: inhibitors of human ERp5; Q15084; ERp5 insulin aggregation, absorbance 650 nm, 90 min; inhibition, % at 9.99 µM; actives 0.05% (n = 350,000);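 active means mean replicate inhibition above about 25%, with every replicate also reaching it, limit read from the data, passing the limit was not always enough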
Target sequence (Q15084 whole entry, looked up): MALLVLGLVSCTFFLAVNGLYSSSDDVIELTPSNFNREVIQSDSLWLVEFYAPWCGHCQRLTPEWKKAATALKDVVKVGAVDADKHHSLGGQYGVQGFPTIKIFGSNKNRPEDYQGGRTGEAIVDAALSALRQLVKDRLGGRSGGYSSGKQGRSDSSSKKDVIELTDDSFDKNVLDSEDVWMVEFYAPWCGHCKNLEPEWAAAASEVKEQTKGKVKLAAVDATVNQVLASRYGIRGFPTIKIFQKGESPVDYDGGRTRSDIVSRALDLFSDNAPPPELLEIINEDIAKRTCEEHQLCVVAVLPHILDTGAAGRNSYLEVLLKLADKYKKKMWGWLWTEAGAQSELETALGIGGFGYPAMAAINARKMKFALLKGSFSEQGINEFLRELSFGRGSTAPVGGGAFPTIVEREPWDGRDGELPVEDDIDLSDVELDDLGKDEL
esBAF inh: SWI/SNF esBAF complex inhibition; reporter increase, % at 12.5 µM; AID 602393; actives 2% (n = 350,000); mouse ES cells, Bmi1-luciferase knock-in reporter, 24 h; 100% = twice the neutral-well signal; in the data active means activation above about 40%;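 further: 0% = median of the plate's neutral control wells and 100% = double that signal; a rise in the Bmi1 reporter signal indicates esBAF inhibition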
ARNT TACC3 PPI: disrupts binding between human ARNT and TACC3; Q9Y6A5; AlphaScreen His-ARNT PAS-B/GST-TACC3 binding, luminescence; TACC3 fragment carries E629A point mutation; inhibition, % at 9.99 µM; actives 0.66% (n = 390,000); AID 623870;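 active means mean inhibition of replicates at least 50% and at least half of replicates each reaching 50%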;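 further: 0% = complete ARNT plus TACC3 wells and 100% = ARNT alone without TACC3; many hits fall short of the cut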
Statin myotox sup: suppressors of simvastatin-induced myotoxicity in C2C12 myotubes; AID 602340; actives 0.78% (n = 330,000); ATP luminescence, 48 h; scaled: DMSO 0, geranylgeraniol control 100; rescue of ATP level, % at 7.49 µM;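 active means mean ATP rescue above about 67%, or every replicate alone reaching that limit, limit read from the data, passing the limit was not always enough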;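 further: myotubes were challenged with 10 µM simvastatin during compound exposure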
The depositor's hits bear a star; . = no result given; [ ] = remark or other dose.

SMILES	miR122 inh	Cneo AK release	SIRT5 inh	ERp5 block	esBAF inh	ARNT TACC3 PPI	Statin myotox sup
O=C(COc1ccccc1)Nc1nnc(-c2ccco2)o1	-4.4	13.7	-1.7	5.0	-0.9	74.1*	-10.4
OCc1ccccc1Cn1ccnc1	-0.3	15.2	-1.3	-14.0	-2.2	.	5.7
O=C(NCCCN1CCOCC1)c1ccc(N2CCOCC2)c([N+](=O)[O-])c1	-4.0	2.3	0.9	11.4	.	-13.9	.
OC(CN1CCN(c2ccc(C(F)(F)F)cn2)CC1)c1ccccc1 (stereo not drawn)	-3.3	-0.7	-9.0	-2.5	1.6	-5.7	5.1
COc1ccc(C(=O)N/C(=C\c2cn(C)c3ccccc23)C(=O)NCCCN2CCOCC2)cc1	-0.4	1.7	3.6	-2.2	-1.8	28.7	-4.3
CCN1CCc2nc(NC(=O)c3ccc(S(=O)(=O)N(C)C)cc3)sc2C1	-2.5	-1.9	0.3	-7.7	8.0	5.3	9.2
Cn1ccc(C(=O)OCC(=O)Nc2ccccc2)n1	-7.3	12.7	3.1	2.7	-1.6	-2.0	3.4
Cc1cccc2cc(C#N)c(SCC(=O)NNC(=O)Cc3ccccc3)nc12	23.8	-2.0	.	.	-11.7	-26.2	-8.9
CSc1nsc(SC)c1C(=O)OCC(F)(F)F	-6.9	1.3	.	.	-16.3	17.2	0.0
C[C@@H]1CN([C@H](C)CO)C(=O)c2cc(-c3cncnc3)cnc2O[C@@H]1CN(C)Cc1cncnc1	10.1[16.7 µM]	6.2	7.1	-2.3	3.7	-4.9	16.4
O=C(Nc1cccc(Cl)c1)N[C@H]1CC[C@@H](CCNC(=O)C2CC2)O[C@H]1CO	.	-4.4	-9.1	-2.4	1.0	-7.1	4.7
O=C(Nc1cc(N2CCOCC2)ncn1)Nc1cccc2ccccc12	-0.3	0.4	.	.	14.8	-4.5	-2.4
COC(=O)c1cccc(NC(=O)/C=C/c2cccc([N+](=O)[O-])c2)c1	.	.	0.8	0.9	.	0.5	.
CCCNC(=O)[C@H]1[C@H](CO)[C@H]2Cn3c(ccc(C4=CCCC4)c3=O)[C@@H]1N2	8.4[16.7 µM]	6.8	-10.4	1.7	2.6	-1.2	2.0
O=C(NCc1ccc(OC(F)(F)F)cc1)C1CC2Cn3c(nc4ccccc43)C2N1c1ccccc1 (stereo not drawn)	-3.9	6.6	.	1.7	-1.2	-2.6	16.5
COCC(=O)N1C[C@@H](C)[C@H](OC)CN(C)C(=O)c2ccc(NS(C)(=O)=O)cc2OC[C@H]1C	.	-1.5	-9.4	3.9	0.3	0.5	-0.7
Cc1ncoc1C(=O)Nc1ccccc1C(N)=O	-13.5	-0.1	.	.	1.3	13.1	5.7
COc1cc(/C=N/NC(N)=S)ccc1OCC(=O)N1CCOCC1	-1.3	-1.4	6.0	5.3	.	-1.3	.
O=C(Nc1ccc2ccccc2n1)Nc1cccs1	17.2	-6.4	3.0	1.9	36.0	-36.9	4.5
O=C(COC(=O)c1cnccn1)NCc1ccccc1	-5.4	5.2	.	.	1.8	3.3	-4.6

3 of the compounds above, with bars between the fields:
structure | miR122 inh | Cneo AK release | SIRT5 inh | ERp5 block | esBAF inh | ARNT TACC3 PPI | Statin myotox sup
O=C(Nc1cc(N2CCOCC2)ncn1)Nc1cccc2ccccc12 | -0.3 | 0.4 | . | . | 14.8 | -4.5 | -2.4
COc1cc(/C=N/NC(N)=S)ccc1OCC(=O)N1CCOCC1 | -1.3 | -1.4 | 6.0 | 5.3 | . | -1.3 | .
O=C(Nc1ccc2ccccc2n1)Nc1cccs1 | 17.2 | -6.4 | 3.0 | 1.9 | 36.0 | -36.9 | 4.5

(continued)
SMILES	miR122 inh	Cneo AK release	SIRT5 inh	ERp5 block	esBAF inh	ARNT TACC3 PPI	Statin myotox sup
C[C@H](CO)N1C[C@H](C)[C@H](CN(C)Cc2ccccn2)Oc2ncc(-c3ccc(C#N)cc3)cc2C1=O	-5.2[16.7 µM]	3.2	-2.4	-1.8	1.9	5.4	2.5
CN(C)c1ccc(/C=N/n2c(C3CCCCC3)n[nH]c2=S)cc1	-1.7	-0.7	-0.4	3.4	4.9	30.4	-13.4
CCOc1ccc(S(=O)(=O)NCCC(=O)N2CC(C)OC(C)C2)cc1 (stereo not drawn)	-8.6	.	-3.6	-2.7	.	-3.5	.
COc1ccc(-n2nc3c(N)n[nH]c3cc2=O)cc1	-5.0	-0.6	4.0	0.0	-2.0	.	9.7
Cc1oc(C(=O)O)cc1COc1cccc2cccnc12	0.6	.	.	.	0.8	58.8*	123.6*
CC(=O)c1sc(NC(=O)CN2C(=O)NC3(CCCC3)C2=O)nc1-c1ccccc1	.	-4.1	4.8	-3.8	-4.0	-0.2	12.9
C=CCn1cnc2c(nnn2-c2ccc(OC)c(OC)c2)c1=O	.	.	-0.1	5.6	.	-13.3	.
Cc1ccccc1-c1cc2nc(NCc3ccc(N(C)C)cc3)n(C)c(=O)c2s1	-6.6	-5.5	-1.9	8.2	24.4	.	3.5
Cn1c(=O)c2[nH]c(CN3CCCCC3)nc2n(C)c1=O	-3.8	.	.	-4.9	2.1	-11.9	5.8
COc1ccc(N2CCN(S(=O)(=O)c3cc(-c4cc(C)no4)ccc3C(C)C)CC2)cc1	1.7	-1.4	-0.4	3.1	-6.7	-0.4	-22.4
COc1ccc(-c2sc3ccc(N4CCOCC4)cc3c2C#Cc2ccsc2)cc1	13.5	10.2	-1.1	3.8	12.8	-7.2	0.9
CCCc1cc(=O)oc2cc(C)cc(OCC(=O)NC(Cc3ccc(Cl)cc3)C(=O)O)c12 (stereo not drawn)	-5.9	-2.9	-14.3	4.2	7.8	2.6	2.2
Cc1cn([C@H]2C[C@H](O)[C@@H](CCC(=O)NCCCn3ccnc3)O2)c(=O)[nH]c1=O	6.4	0.8	-5.7	2.4	1.1	-4.3	-2.0
CCO[C@H]1OC(C(=O)N2CCCCCCC2)=C[C@@H](C2CC2)[C@@H]1CCCO	.	4.3	1.8	2.6	.	-4.1	.
CC(C)(C)C(=O)Nc1ccc(C(=O)CN2C(=O)NC3(CCOc4ccccc43)C2=O)cc1 (stereo not drawn)	6.9	1.1	11.8	4.5	-3.6	-30.2	-9.4
COc1ccc(CN(C(=O)c2ccco2)C2CCS(=O)(=O)C2)cc1 (stereo not drawn)	-1.8	2.2	-0.7	-0.7	.	-1.4	.
C[C@@H]1CCCCO[C@H](CN(C)Cc2ccc3c(c2)OCO3)[C@@H](C)CN([C@H](C)CO)C(=O)c2cc(NC(=O)C3CCCCC3)ccc2O1	6.8[16.7 µM]	-1.5	1.6	1.6	-2.6	-2.4	-9.4
CCN1CCN(c2ncnc3c2cnn3-c2ccccc2)CC1	-0.2	-3.7	-2.9	6.3	20.9	-3.1	.
Cc1ccc(S(=O)(=O)Nc2c(C)n(C)n(-c3ccccc3)c2=O)c(C)c1	-7.4	-1.5	-1.6	2.9	-10.0	0.5	0.1
COc1ccc(NC(=O)C2CCCN(S(=O)(=O)c3ccc(Cl)cc3)C2)cc1OC (stereo not drawn)	-0.1	-1.4	0.5	0.0	-1.6	-3.2	1.9
CC1CCCN(CCCNC(=O)c2ccc(N3CCCC3=O)cc2)C1 (stereo not drawn)	1.2	-2.0	-2.0	-3.0	-5.2	-5.6	2.2
CN(C)C(=O)c1cc(C(=O)c2ccccc2F)c[nH]1	-8.1	-0.2	-0.1	2.2	8.7	-13.1	4.9
C[C@H]1CN([C@@H](C)CO)C(=O)Cc2cc(NC(=O)C3CCCCC3)ccc2O[C@H]1CN(C)CC1CC1	4.2[16.7 µM]	4.5	-0.2	-5.2	4.0	1.7	-34.5
O=S(=O)(c1cnc[nH]1)N1CCN(c2ccc(F)cc2)CC1	.	.	-3.8	0.4	.	-30.7	.
CCOc1cccc2cc(C(=O)NCc3ccc(F)cc3)c(=N)oc12	.	1.9	-3.6	1.8	0.8	1.3	7.7
O=C(O)C1C(c2ccccc2)C(C(=O)OCc2ccco2)C1c1ccccc1 (stereo not drawn)	-2.2	0.0	.	.	-5.6	-8.9	4.6
CCCn1c(OC)nc2c1c(=O)n(C)c(=O)n2C	-3.1	3.0	-10.2	-4.9	-6.5	1.6	-14.1
CC(=O)Nc1ccc(NC(=O)COC(=O)CCc2nc3ccccc3s2)cc1	-5.7	-0.2	-0.7	0.0	8.6	-6.0	0.4
C=CCn1c(=O)c(C(=O)Nc2ccc(C)cc2)c(O)c2ccccc21	1.4	0.7	-2.2	0.6	67.3*	-3.6	-5.5
C=CC[C@H](CC(=O)NCCO)C(=O)N[C@H](COC(=O)[C@@H](CC=C)Cc1ccc(F)cc1)C(C)(C)C	3.6	-0.1	-2.7	6.2	0.1	2.2	6.1

At a glance, some entries already given:
SMILES	miR122 inh	Cneo AK release	SIRT5 inh	ERp5 block	esBAF inh	ARNT TACC3 PPI	Statin myotox sup
O=S(=O)(c1cnc[nH]1)N1CCN(c2ccc(F)cc2)CC1	.	.	-3.8	0.4	.	-30.7	.
CCOc1cccc2cc(C(=O)NCc3ccc(F)cc3)c(=N)oc12	.	1.9	-3.6	1.8	0.8	1.3	7.7

(more compounds)
SMILES	miR122 inh	Cneo AK release	SIRT5 inh	ERp5 block	esBAF inh	ARNT TACC3 PPI	Statin myotox sup
O=C(COc1ccc(Cl)cc1)Nc1cc2c3c(c1)CC(=O)N3CCC2	1.7	.	-1.7	1.4	4.3	5.0	-6.4
COc1cccc(C#Cc2cnc3c(c2)C(=O)N([C@H](C)CO)C[C@@H](C)[C@H](CN(C)C)O3)c1	-8.1[16.7 µM]	3.9	-1.1	4.9	-1.5	.	34.4
O=C(NCc1cccc(C(F)(F)F)c1)C1CC(c2ccccc2F)=NO1 (stereo not drawn)	3.3	0.5	.	-0.4	-13.7	-5.4	-5.3
CNC(=O)C(NC(=O)Nc1ccc(C)cc1)C(C)(C)C (stereo not drawn)	-1.9	1.9	-2.4	6.5	0.0	3.1	-2.2
Cc1noc(C)c1COC(=O)C1CCN(C(=O)c2ccc(Cl)cc2)CC1	.	.	-1.2	3.8	.	-22.1	.
COc1ccc(NC(=S)NNC(=O)c2nnn(-c3ccccc3)c2C)cc1	.	.	-0.4	2.0	.	61.9*	.
Cc1ccc(S(=O)(=O)N(C)C[C@H]2OCCCC[C@@H](C)Oc3ccc(NC(=O)Nc4c(C)noc4C)cc3C(=O)N([C@H](C)CO)C[C@@H]2C)cc1	2.5[16.7 µM]	-1.1	4.4	-1.1	-8.6	-6.8	.
CC(=O)Oc1cc(C(=O)OCC(=O)N2CCc3ccccc3C2)cc(OC(C)=O)c1OC(C)=O	-2.1	0.4	-0.2	-2.8	-12.8	-10.5	-1.1
CCCN1C[C@H](C)[C@@H](OC)CN(C)C(=O)c2ccc(NC(=O)C3CCC3)cc2OC[C@@H]1C	-2.3[16.7 µM]	2.8	-2.5	-1.5	2.1	-2.5	9.9
Cc1cccc(C)c1NC(=O)CN(C)C(=O)c1ccccc1Sc1ccccc1C#N	7.5	1.0	-1.3	-0.8	2.3	-23.9	21.1
O=C(NCCC(=O)N(CCc1ccccc1)Cc1ccccc1)c1ccc([N+](=O)[O-])cc1	-5.4	-0.5	0.7	2.1	.	7.7	11.9
COc1cc(CN2CCN(C(=O)CC(C)C)CC2)cc(OC)c1O	-2.5	-3.1	.	.	2.3	-3.7	-4.2
CCNc1nc(NCC)nc(OCCNS(=O)(=O)c2cc(C)ccc2C)n1	-11.3	-0.5	.	.	-1.2	-29.6	2.2
O=C(NNC(=S)NC(=O)c1ccco1)c1ccc(F)cc1	.	.	2.9	1.9	.	5.6	.
C[C@@H]1CN([C@@H](C)CO)C(=O)Cc2cc(NC(=O)Cc3ccccc3)ccc2O[C@@H]1CN(C)C(=O)NC1CCCCC1	-5.0[16.7 µM]	2.1	.	1.6	-0.2	.	-19.5
CCCn1c(=O)c2c(C(=O)OCC)cc(-c3ccco3)nc2n(CCC)c1=O	-0.9	-4.3	-5.7	-4.4	-9.7	-5.3	9.6
c1ccc(N2CCN(c3nc(-c4ccccn4)nc4ccccc34)CC2)cc1	-0.6	21.5	-2.0	-12.2	.	.	.
O=C(NNC(=O)C1CC1)c1cccc([N+](=O)[O-])c1	-2.0	-0.6	-0.9	0.4	-16.5	-0.3	11.9

Hits appear at their usual frequency (roughly 4% active in at least one column).
